Bioassay records as filed in PubChem.
Akt phos inh: Akt phosphorylation inhibition. activity change, % for hits at 50 µM. actives 0.32% (n = 360,000). Neuro2A IGF-stimulated pAkt S473 HTRF, 20 min; active compounds read low; in the data active means activity change below about -80%; inconclusive means mostly about -51% to -80%; further: on the % scale 0 is the no-effect control and ±100 the full control effect
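Single-point screen (50 µM final compound) in Neuro2A cells stimulated 20 min with 6 nM IGF at 37 deg C. After lysis, Ser473-phosphorylated Akt read by HTRF (ex 330 nm, em 615/665 nm) as the 665/615 ratio.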
HepG2 tox: kills HepG2 cells in TGF-b inhibitor counter-screen; HepG2 CAGA-GFP viability, ATP luminescence, 18 h; Potency, µM (doses to about 46.1 µM), without a hit: top-dose activity change, negative = cytotoxicity, actives largely listed as cytotoxic; actives 0.76% (n = 410,000); further: potency means the concentration at half of the fitted maximal effect; some results filed as inactive show a strong effect at the top dose
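CellTiter-Glo luminescence gave cytotoxicity after 18 hours at 37 degrees C. The cells were HepG2 CAGA-GFP in 1% FBS DMEM, stimulated with 500 pg/mL TGF-beta after compound addition. %Activity was normalised to no-cell wells (complete cell-killing) and DMSO (no toxicity), and curves were fitted and classified.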
Nrf2 activator: Nrf2 pathway activation; Potency, µM (titrated, usually from 46.1 µM), for inactives: at the top dose activation, most hits filed as activators; AREc32 ARE-luciferase reporter (MCF7-derived line), luminescence, 24 h; actives 0.31% (n = 410,000); further: potency means the concentration at half of the fitted maximal effect; % of control where 0% means no effect; nearly all actives have a fitted effect of over 65% in size
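ARE activation measured as luciferase luminescence (Steady-Glo, 30 min RT) in AREc32_Fluc cells after 24 hr compound exposure at 37 deg C, 5% CO2; cells seeded overnight at 1000/well in OPTI-MEM, 5% FBS.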
Mm-Cpn inhibitor: M. maripaludis TRiC chaperonin inhibition | purified Mm-Cpn ATPase, ADP Transcreener TR-FRET | Potency, µM (series often up to 76.9 µM), without a hit: at the top dose activity, negative = inhibition, hits mostly inhibitors | actives 0.031% (n = 330,000) | AID 504842; further: potency means the concentration at half of the fitted maximal effect; on the % scale 0 is the no-effect control and ±100 the full control effect; nearly all actives have a fitted effect of over 80% in size
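Quantitative HTS used 25 nM Mm-CPN and 10 uM ATP in magnesium/KCl Tris buffer, pH 7.4, with 1 mM DTT. Hydrolysis ran 30 min at 37°C; ADP was read by HTRF.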
ATXN viability: reduces viability in counter-screen for ATXN expression inhibitors | S2 cells (HEK-293 line with an ATXN2-luciferase reporter) viability, CellTiter-Fluor protease fluorescence, 24 h | Potency, µM (titrated, usually from 56.7 µM), hits mostly cytotoxic | actives 0.49% (n = 400,000); further: potency means the concentration at half of the fitted maximal effect; nearly all actives have a fitted effect of over 40% in size
Nrf2 inh: inhibitors of Nrf2 signaling; A549 ARE-Fluc reporter, luciferase luminescence, 18-24 h; Potency, µM (titrated, usually from 46 µM), for the others: at the highest dose activity change, negative = inhibition, hits mostly inhibitors; actives 2.1% (n = 360,000); further: potency means the concentration at half of the fitted maximal effect; on the % scale 0 is the no-effect control and ±100 the full control effect; nearly all actives have a fitted effect of over 60% in size
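Concentration-response testing used A549 ARE_Fluc cells at 5000 cells/well. Following an 18-24 h compound incubation, viability was read by fluorescence (Ex 405/Em 525) and luciferase output by luminescence.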
TGFb inhibitor: TGF-b pathway inhibition; HepG2 CAGA-GFP TGF-b/SMAD3 reporter, GFP fluorescence, 18 h; TGF-beta stimulated, 500 pg/mL final; Potency, µM (top dose mostly 46.1 µM), for the others: at the top dose activity, negative = inhibition, most hits filed as inhibitors; actives 1.2% (n = 410,000); AID 588855; further: potency means the concentration at half of the fitted maximal effect; on the % scale 0 is the no-effect control and ±100 the full control effect; nearly all actives have a fitted effect of over 65% in size
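Smad-responsive CAGA-GFP expression was quantified in HEPG2 cells exposed to compounds and 500 pg/mL final TGF-beta for 18 h at 37 degrees C; unstimulated wells defined full inhibition.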
CCT modulator: modulators of cytosolic chaperonin (CCT/TRiC) activity; purified chaperonin ATPase assay, HTRF ADP detection, 30 min; activity change, % (test concentration not listed), hits read low; actives 0.3% (n = 360,000); in the data active means activity change below about -30%; further: on the % scale 0 is the no-effect control and ±100 the full control effect
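First, chaperonin was dispensed at 40 nM or 20 nM final depending on batch activity. Next, compounds were pinned at 76 uM and ATP added at 10 uM. After 30 min at 37 °C, ADP detection reagents ran 30 min at ambient temperature.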
A549 viability: A549 cytotoxicity, counter-screen for Nrf2 inhibitors. A549 ARE-Fluc cells, CellTiter-Fluor viability, 18-24 h. Potency, µM (highest dose often 46 µM), for the others: at the highest dose activity change, negative = cytotoxicity, most hits filed as inhibitors. actives 0.16% (n = 390,000); further: potency means the concentration at half of the fitted maximal effect; on the % scale 0 is the no-effect control and ±100 the full control effect
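A549 ARE_Fluc cells in 5% FBS OPTI-MEM were exposed to compounds in concentration-response for 18-24 h at 37 deg C. Viability was read by CellTiter-Fluor fluorescence (Ex 405/Em 525) after 30 min, before the luciferase read.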
* = called active by the depositor; i = inactive; ? = inconclusive; / = no result given; & = joins results of further samples. Unless noted, the call rests on the fitted dose curve; in most records, active means well fitted curve in the direction sought with a large enough effect; inconclusive means small, poorly fitted or top-dose-only effect, or another doubt; inactive means no such curve, though single readings can be large; an effect the other way counts as inactive or inconclusive.

entry	SMILES	Akt phos inh	HepG2 tox	Nrf2 activator	Mm-Cpn inhibitor	ATXN viability	Nrf2 inh	TGFb inhibitor	CCT modulator	A549 viability
1	O=C(CSc1nc2c(c(=O)[nH]1)CCCC2)Nc1ccccc1C(F)(F)F	/	1%	-0.8%	/	i	7%	-5%	/	-1%
2	Cc1ccc2c(CN3CCCCC3CCO)cc(=O)oc2c1 (stereo unspecified)	i	1%	0.3%	-3%	i	10%	-8%	0.5	4%
3	CCC(=O)c1ccc(OCC(=O)OCC(=O)NCC2CCCCC2)cc1	i	-9%	-0.8%	-1%	?	4%	0%	-3.0	-8%
4	Nc1c(C(=O)NCc2ccc3c(c2)OCO3)nnn1CC(=O)Nc1ccc(Br)cc1	/	-61%&-37%	0.1%&-0.2%	3%	?	?	-27%&-18%	-1.8	1%&-2%
5	COc1ccc(CC(=O)NCC(=O)N=Nc2c(O)[nH]c3ccccc23)cc1	i	6%	-0.8%	3%	i	-20%	14%	-3.6	-6%
6	Cc1ccc2nc(-c3ccc(Cl)cc3)c(Cc3ccccn3)n2c1	i	/	3.3%	/	i	/	/	-2.1	/
7	COCCNC(=O)C(c1ccc(F)cc1)N(C(=O)CCC(=O)Nc1ccccn1)C1CCCCC1 (stereo unspecified)	i	-1%	-0.2%	0%	i	8%	-7%	0.2	-8%
8	COc1ccccc1CNC(=O)CC12CC3CC(CC(Br)(C3)C1)C2	i	-12%	0.2%	1%	i	9%	-17%	0.9	2%
9	COCc1c(C(=O)N2CCN(c3ccc(C(F)(F)F)cn3)CC2)oc2ccccc12	i	-34%	-0.2%	1%	i	/	?	-0.2	-2%
10	O=C(CC1C(=O)OCN1C(=O)OCc1ccccc1)OCC(=O)c1ccccc1 (stereo unspecified)	i	6%	0.3%	0%	i	9%	-16%	-4.0	-1%
11	Cc1ccc(NC(=O)Cn2cnc3sc(C(=O)NCc4ccco4)c(C)c3c2=O)cc1Cl	i	-12%	0.1%	-1%	i	-21%	-8%	0.8	-14%
12	CCCCNC(=O)Nc1ccc(Br)cn1	i	-39%	6.7%	0%	i	3%	-29%	-3.6	1%
13	Cc1ccc(C)c(NC(=S)N=Nc2c(O)n(C)c3ccc(S(=O)(=O)N4CCOCC4)cc23)c1	i	-42%	2.8%	-15%	i	?	?	-0.6	?
14	COCCN1C(=O)N(c2ccccc2)C(=O)C1CC(=O)Nc1cc(OC)cc(OC)c1 (stereo unspecified)	i	-4%	0.1%	-1%	i	-9%	-4%	2.1	-5%
15	CC(=O)c1ccc(S(=O)(=O)N2CCN(C(=O)c3ccc(N)c([N+](=O)[O-])c3)CC2)cc1	i	4%	-0.4%	-5%	i	-2%	-7%	-1.5	-4%
16	C=CCn1c(CCc2ccc(OC(C)C)cc2)n[nH]c1=S	i	-16%	5.5%	-3%	?	1%	-23%	1.2	2%
17	COC(=O)c1[nH]c2ccc(Cl)cc2c1NC(=O)C1CC1	i	-41%	3.2%	3%	i	-2%	-18%	-2.6	3%
18	CC1=C(C(=O)OCCOC(C)C)C(c2cc3c(cc2Br)OCO3)CC(=O)N1 (stereo unspecified)	i	-3%	-0.6%	1%	i	-32%	5%	2.6	0%
19	CSc1nncc(/C(C)=N/O)n1	i	6%	0.3%	0%	i	-18%	0%	-57*	-2%
20	O=C(Nc1ccc(S(=O)(=O)Nc2nccs2)cc1)c1ccc(S(=O)(=O)N2CCOCC2)cc1	i	11%	-0.5%	2%	i	5%	-1%	-0.2	-6%
21	COC(=O)c1ccc(NC(=O)Cn2nc(C)c3ccccc3c2=O)cc1	i	-4%	0.2%	0%	?	?	14%	-1.0	-15%
22	CCOc1ccc(C2CC(=O)n3nc(-c4ccc(C)cc4)nc3S2)cc1OC (stereo unspecified)	/	-4%	0.0%	/	i	4%	2%	/	1%
23	Cc1cccc(Cn2cccc2/C=C2/C(=N)N3C=CSC3=NC2=O)c1	i	0%	-0.2%	-7%	?	-19%	12%	-1.8	-17%
24	N=c1ccn(CC(=O)NC(N)=O)c2ccccc12	i	-3%	0.0%	-2%	i	6%	0%	1.7	7%
25	C=C(C)C(=O)Nc1cccc(C2=NOC3(C2)C[C@@H](C(N)=O)N(C(=O)c2cc([N+](=O)[O-])cc([N+](=O)[O-])c2)C3)c1 (stereo partly specified)	i	-17%	0.0%	1%	i	8%	3%	-2.8	0%
26	COc1cccc(N2CC(O)=C(c3ccccc3)C2=N)c1	i	-2%	-0.7%	-1%	i	9%	0%	2.2	1%
27	CCOC(=O)N1CCN(C(=O)CS(=O)(=O)c2cn(Cc3ccc(F)cc3)c3ccccc23)CC1	i	-9%	0.8%	1%	?	11%	18%	-0.7	-19%
28	Cc1cccc(NC(=O)COC(=O)COc2ccc3c(c2)CCC3)c1	i	13%	0.3%	0%	i	5%	4%	-3.8	9%
29	O=C1Cc2cc(NS(=O)(=O)c3cc(F)ccc3F)cc3c2N1CCC3	i	-1%	5.2%	-1%	i	-22%	-23%	0.5	-8%
30	Cn1c(-c2ccc(F)cc2)cc2onc(-c3ccccc3Cl)c2c1=O	i	23%	1.0%	-6%	i	?	3%	0.7	-4%
31	CCNC(=S)N1CCC(NC(=O)c2ccco2)CC1	i	-1%	1.7%	2%	i	4%	-22%	0.6	-3%
32	Cc1cccc(CCNC(=O)CCNC(=O)Cn2ccc3ccccc3c2=O)c1	i	0%	-0.7%	1%	i	12%	2%	1.8	-3%
33	C=CCN(C(=O)COc1ccccc1)c1nnc(-c2ccncc2)s1	i	-10%	3.4%	1%	i	8%	-17%	-3.1	2%
34	COc1ccccc1NC(=O)c1cc(Cl)ccc1NC(=O)c1ccco1	i	-3%	6.0%	2%	i	-12%	-4%	0.8	-7%
35	CCOC(=O)C(=CNc1cc(C)ccc1[N+](=O)[O-])C(=O)OCC	i	8%	4.6%	3%	i	3%	14%	-0.9	-7%
36	O=C(O)c1ccccc1NC(=O)C1CCCO1 (stereo unspecified)	i	2%	2.5%	/	i	4%	-8%	-5.1	3%
37	CC1CCCCN1C(=O)c1c(Cl)cnn1C (stereo unspecified)	i	8%	-0.7%	1%	i	-9%	11%	-1.1	8%
38	COc1cccc(C2C3CN(C)CC=C3C(C#N)=C(N)C2(C#N)C#N)c1OC (stereo unspecified)	i	-11%	-0.5%	0%	i	-9%	23%	0.9	-6%
39	CC(C)CN(CCCNC(=O)CN1C(=O)CSc2ccc(S(=O)(=O)N3CCOCC3)cc21)CC(C)C	i	-19%&-4%	-1.1%&0.1%	2%	i	-7%	2%&-6%	-2.1	4%&-2%
40	CCC(C)(C)NC(=O)C1CCCN1C(=O)NC1CCCCC1 (stereo unspecified)	i	8%	0.4%	2%	i	-1%	30%	-1.6	0%
41	CCn1nnnc1SCC(=O)Nc1cccc(C)n1	i	-3%	3.0%	-1%	i	14%	-3%	0.2	-5%
42	CCOc1cc(/C=C(\C#N)C(N)=O)ccc1OCc1c(C)no[n+]1[O-]	i	-24%	?	4%	i	-5%	-17%	0.7	13%
43	CCOC(=O)CSc1nc(C)c2ccccc2n1	i	-12%	3.3%	-2%	i	-9%	0%	-1.7	5%
44	CCOC(=O)CNC(=O)C(NC(=O)C1CCC(C)CC1)C(C)CC (stereo unspecified)	i	-15%	-0.5%	2%	i	-16%	-1%	1.3	-5%

Structural class, those above with two or more sulfur atoms.
entry	SMILES	Akt phos inh	HepG2 tox	Nrf2 activator	Mm-Cpn inhibitor	ATXN viability	Nrf2 inh	TGFb inhibitor	CCT modulator	A549 viability
13	Cc1ccc(C)c(NC(=S)N=Nc2c(O)n(C)c3ccc(S(=O)(=O)N4CCOCC4)cc23)c1	i	-42%	2.8%	-15%	i	?	?	-0.6	?
20	O=C(Nc1ccc(S(=O)(=O)Nc2nccs2)cc1)c1ccc(S(=O)(=O)N2CCOCC2)cc1	i	11%	-0.5%	2%	i	5%	-1%	-0.2	-6%
39	CC(C)CN(CCCNC(=O)CN1C(=O)CSc2ccc(S(=O)(=O)N3CCOCC3)cc21)CC(C)C	i	-19%&-4%	-1.1%&0.1%	2%	i	-7%	2%&-6%	-2.1	4%&-2%

Gathered by group, the compounds so far with a cyano group.
entry	SMILES	Akt phos inh	HepG2 tox	Nrf2 activator	Mm-Cpn inhibitor	ATXN viability	Nrf2 inh	TGFb inhibitor	CCT modulator	A549 viability
38	COc1cccc(C2C3CN(C)CC=C3C(C#N)=C(N)C2(C#N)C#N)c1OC (stereo unspecified)	i	-11%	-0.5%	0%	i	-9%	23%	0.9	-6%
42	CCOc1cc(/C=C(\C#N)C(N)=O)ccc1OCc1c(C)no[n+]1[O-]	i	-24%	?	4%	i	-5%	-17%	0.7	13%
